AMA1 RON2 block: disrupts binding of P. falciparum AMA1 to RON2 | actives 0.2% (n = 360,000) | AlphaScreen AMA1-biotinylated RON2 peptide binding | Potency, µM (highest dose often 58.2 µM), inactives show top-dose activity change, negative = inhibition, hits mostly inhibitors;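 also: potency is read from the fitted curve at half-maximal effect; 0% = vehicle wells and -100% = peptide control; nearly all actives have a fitted effect of over 45% in size; some results filed as inactive show a strong effect at the top dose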
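AMA1 (3D7) with his tag at 25 nM final met compounds first, then biotinylated RON2 peptide at 25 nM; detection used donor plus acceptor beads, 10 µg/mL apiece, read by AlphaScreen after 30 min at room temperature.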
CHX counter: counter-screen hit for Shiga toxin inhibitors, cycloheximide; cell reporter, cycloheximide protein synthesis inhibition counterscreen; max response, %; actives 12% (n = 300,000); in the data active = max response mostly above about 13%, no sharp cut-off; inactive = mostly below about 14%; also: read at 38.3 µM for the half of the compounds with a filed dose; 0% is about no effect
Pf growth 48h: P. falciparum growth inhibition at 48 hours (one generation) | actives 5.9% (n = 310,000) | Potency, µM (titrated, usually from 28.7 µM), inactives show top-dose activity change, negative = inhibition, most hits filed as inhibitors | P. falciparum luciferase growth in erythrocytes, 48 h; also: potency is read from the fitted curve at half-maximal effect; % is scaled to controls: 0 for no effect and ±100 for the full control effect
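Read-out is firefly luciferase luminescence from an integrated reporter in P. falciparum, so falling signal marks reduced parasite growth. Infected erythrocytes were at 2% hematocrit and 0.1% parasitemia (final) in Albumax-supplemented RPMI 1640.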
Shiga toxin inh: Shiga toxin inhibition | Vero cells, Shiga toxin protein synthesis inhibition reporter | inhibition, % at 38.7 µM | actives 9.2% (n = 290,000) | AID 2315; in the data active = inhibition mostly above about 28%, no sharp cut-off; inactive = mostly below about 43%; also: 0% is about no effect
TbPYK inhibitor: T. brucei pyruvate kinase inhibition. TbPYK enzyme, Kinase-Glo Plus ATP luminescence, 45 min. Potency, µM (titrated, usually from 76.8 µM), without a hit: at the top dose activity, negative = inhibition, usual class: inhibitors. actives 0.12% (n = 410,000). AID 624173; also: potency is read from the fitted curve at half-maximal effect; % is scaled to controls: 0 for no effect and ±100 for the full control effect; nearly all actives have a fitted effect of over 50% in size
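Screened from lowest to highest concentration, compounds were pinned into TbPYK/substrate mixtures, and ADP (130 uM final) was added. Plates sat at room temperature for 45 min prior to Kinase-Glo Plus detection by luminescence.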
Pf growth 96h: inhibits malaria parasite growth, 96 h | actives 6.9% (n = 320,000) | P. falciparum luciferase reporter growth, 96 h | Potency, µM (top dose mostly 28.7 µM), without a hit: top-dose activity change, negative = inhibition, hits mostly inhibitors | AID 504834; also: potency is read from the fitted curve at half-maximal effect; % is scaled to controls: 0 for no effect and ±100 for the full control effect
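Compounds incubated with erythrocytes infected by luciferase-expressing P. falciparum (2% hematocrit, 0.05% parasitemia final) for 96 hours, 37 C in 5% CO2. Growth inhibition scored as decreased luciferase luminescence.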
LmPK inhibitor: blocks Leishmania mexicana pyruvate kinase activity | Q27686 | purified LmPK, Kinase-Glo ATP luminescence, 1 h | Potency, µM (highest dose often 57.5 µM), for the others: at the top dose activity change, negative = inhibition, actives largely listed as inhibitors | actives 0.37% (n = 290,000); also: potency is read from the fitted curve at half-maximal effect; % is scaled to controls: 0 for no effect and ±100 for the full control effect
Target sequence (Q27686 whole entry, looked up): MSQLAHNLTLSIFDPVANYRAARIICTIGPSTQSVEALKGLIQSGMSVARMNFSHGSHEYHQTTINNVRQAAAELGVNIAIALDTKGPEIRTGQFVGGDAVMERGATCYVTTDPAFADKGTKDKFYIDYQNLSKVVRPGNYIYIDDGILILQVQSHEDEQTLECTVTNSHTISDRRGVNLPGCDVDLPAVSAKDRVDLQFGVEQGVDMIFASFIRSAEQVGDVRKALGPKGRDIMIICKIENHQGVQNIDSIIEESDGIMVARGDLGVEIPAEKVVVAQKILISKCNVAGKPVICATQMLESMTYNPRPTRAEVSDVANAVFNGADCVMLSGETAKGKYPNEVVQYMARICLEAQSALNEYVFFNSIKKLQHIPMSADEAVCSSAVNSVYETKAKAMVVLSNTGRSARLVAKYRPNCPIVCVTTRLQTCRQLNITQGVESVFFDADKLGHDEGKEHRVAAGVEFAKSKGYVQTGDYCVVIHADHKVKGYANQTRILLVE
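ATP generated from ADP (0.1 mM) and PEP (0.5 mM) by 0.1 nM LmPK over 1 h at room temperature (pH 7.2 imidazole buffer) was detected by coupled luciferase luminescence. Values were normalized to uninhibited and no-enzyme wells.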
Numbers without * were called inactive; ? = inconclusive; nt = not tested or not shown; & = joins results of further samples; [ ] = dose if it differs, or a comment. Unless noted, calls follow the shape of the dose curve; as a rule, active = well fitted curve in the direction sought with a large enough effect; inconclusive = small, poorly fitted or top-dose-only effect, or another doubt; inactive = no such curve, though single readings can be large; an effect the other way counts as inactive or inconclusive.

Structure | AMA1 RON2 block | CHX counter | Pf growth 48h | Shiga toxin inh | TbPYK inhibitor | Pf growth 96h | LmPK inhibitor
O=C(Nc1ccc(S(=O)(=O)NC2=NCCCCC2)cc1)c1ccc([N+](=O)[O-])s1 | -1% | nt | 10µM* | nt | 1% | 13µM* | nt
CCOC(CNC(=O)C(=O)Nc1cc2c3c(c1)CC(=O)N3CCC2)OCC | 11% | -3 | -2% | -1 | 21% | 2% | -2%
COc1ccccc1C(=O)Nc1ccc2c(c1)CN(C(=O)CSC)CC2 | -4% | 9 | 39%[activator] | 27 | 4% | ? | 1%
O=C(CS(=O)(=O)c1cn(CC(=O)N2CCCC2)c2ccccc12)Nc1ccccc1F | -5% | 3 | -19% | 1 | 3% | ? | 3%
Cc1cc2cc3c(cc2nc1SCC(=O)OC(C)C)OCO3 | -2% | -3 | nt | -7 | -6% | 0% | 6%
COc1ccccc1CNC(=O)CN(c1ccc(C)cc1)S(=O)(=O)c1c(C)nn(C)c1C | -5% | 5 | ? | 15 | 0% | 4.1µM* | 3%
CCOc1cc(C)c(C(C)C)cc1S(=O)(=O)N1CCN(C)CC1 | 3% | -2 | -18% | -9 | -8% | -4% | -5%
Cc1ccc(S(=O)(=O)NNC(=O)c2snnc2C)cc1 | 40%[activator] | 3 | nt | -17 | -2% | 7% | -7%
CCn1c(=O)n(CC(=O)Nc2cccc(OC)c2)c(=O)c2ccccc21 | 10% | 11 | 1% | 19 | -2% | 75%[activator] | 2%
CCc1nnc(NC(=O)CSc2nc3c(c(=O)n2C)SC(C)C3)s1 (centres undefined) | -6% | -4 | ? | -8 | -8% | ? | -1%
COc1ccc(CC2S/C(=N/N=C/c3ccc(O)cc3)NC2=O)cc1 (centres undefined) | 13% | 25 | 20% | 64 | -2% | 43%[activator] | 2%
O=C(CCC1CCN(Cc2ccccc2O)CC1)NC1CC1 | -4% | 3 | -15% | nt | -7% | ? | 7%
O=C(CCN1C(=O)C2CC=C(Cl)CC2C1=O)NC1CCCCC1 (centres undefined) | 5% | 4 | nt | 5 | -5% | 0% | 8%
CSc1cccc2sc(NC(=O)C3=COCCO3)nc12 | -5% | nt | 18% | nt | -4% | 54%[activator] | nt
COc1ccc(C(C)=O)cc1CSc1nc2cc(Cl)ccc2o1 | -15% | -3 | 5% | -17 | 12% | nt | 0%
CC(C)(C)C(=O)NC(=S)Nc1ccccc1C(N)=O | 10% | 2 | 12% | -5 | 5% | 21% | 0%
CC(=O)N1CCc2c(sc(NC(=O)CS(=O)(=O)c3ccc(F)cc3)c2C(N)=O)C1 | 51%[activator] | nt | 0% | nt | -9% | 14% | nt
O=C1NC(CCc2ccccc2)C(=O)N1Cc1ccc(Br)cc1 (centres undefined) | ? | -4 | ? | -4 | -8% | 31%[activator] | -4%
Cc1ccc(C)c(CSc2nnc(-c3cccnc3)n2N)c1 | -4% | -2 | 16% | 18 | -6% | 1% | -3%
Cc1ccc2c(c1)N(CC(=O)NCCCN1CCCCC1)C(=O)c1cccnc1O2 | 6% | 1 | 5% | 3 | 2% | 9.3µM* | 2%
Nc1ccc(-c2cc(-c3ccc(N)cc3)nc(-c3ccccc3)n2)cc1 | -7% | 5 | 14% | -4 | -1% | 43%[activator] | 1%
CC1CN(CCc2ccccc2)c2nc3c(c(=O)[nH]c(=O)n3C)n2C1 (centres undefined) | -8% | 10 | ? | -13 | -3% | ? | -3%
Nc1nonc1C(=O)N/N=C/c1ccc(-c2cccc([N+](=O)[O-])c2)o1 | 5% | -6 | nt | -5 | 6% | 0% | -10%
COc1ccc(Cl)cc1NC(=O)CN(C)C(C)C(=O)NC(=O)NC1CCCCC1 (centres undefined) | 79%[activator] | nt | ? | nt | -7% | ? | nt
O=C(NC1CCCC1)c1ccc(S(=O)(=O)N2CCOCC2)cc1 | -9% | -3 | -1% | 20 | -4% | nt | 1%
Cc1oc(-c2cccc(Cl)c2)nc1CN1CCC(C(=O)NCc2ccco2)CC1 | 0% | 10 | 4% | 50 | 9% | -10% | -3%
COc1ccc(C(=O)COC(=O)c2ccc3c(c2)OCCO3)c(OC)c1 | -1% | nt | 36%[activator] | nt | 1% | 47%[activator] | nt
O=C(CC(=O)c1cccc([N+](=O)[O-])c1)Nc1ccccc1Cl | -3% | 8 | 11% | 15 | 3% | ? | 8%
CCOC(=O)CC(=O)CSc1nc2sc(C)cc2c(=O)n1Cc1ccco1 | 19% | -4 | 4.7µM* | 14 | -5% | nt | -9%
Cc1nn(C)c(C(=O)N2CCN(C(=O)c3ccco3)CC2)c1Br | 2% | 2 | 6% | 1 | 4% | 37%[activator] | -2%
O=C(NNC(=O)C1CCCN(S(=O)(=O)c2ccc3ccccc3c2)C1)C1CC1 (centres undefined) | 27% | -2 | 13% | 20 | -8% | 84%[activator] | -3%
O=C(/C=C/c1ccccc1)NC1CCCc2ccccc21 (centres undefined) | nt | 12 | ? | -7 | nt | ? | 9%
O=C(O)c1cnn(-c2nc(-c3ccc(Cl)c(Cl)c3)cs2)c1C(F)(F)F | -14% | 19* | 1% | 35 | -7% | ? | 0%
O=C(NC1CCCC1)c1cccc2c1C(=O)c1ccc(N3CCCCC3)cc1S2(=O)=O | 14% | nt | -7% | nt | -10% | 42%[activator] | nt
CC(Oc1cccc(Cl)c1)C(=O)N(C)CC(=O)Nc1ccc(N2CCOCC2)cc1 (centres undefined) | -3% | nt | 13% | nt | -1% | 3% | nt
CC(C)Oc1cccc(C(=O)C2CCCN(C(=O)c3cc(C(F)(F)F)[nH]n3)C2)c1 (centres undefined) | 24% | 9 | ? | 14 | -9% | 35% | -9%

Part of the list above, field by field:
O=C(NNC(=O)C1CCCN(S(=O)(=O)c2ccc3ccccc3c2)C1)C1CC1 (centres undefined)
  AMA1 RON2 block: 27%	CHX counter: -2	Pf growth 48h: 13%	Shiga toxin inh: 20	TbPYK inhibitor: -8%	Pf growth 96h: 84%[activator]	LmPK inhibitor: -3%

O=C(/C=C/c1ccccc1)NC1CCCc2ccccc21 (centres undefined)
  AMA1 RON2 block: nt	CHX counter: 12	Pf growth 48h: ?	Shiga toxin inh: -7	TbPYK inhibitor: nt	Pf growth 96h: ?	LmPK inhibitor: 9%

(cont.)
Structure | AMA1 RON2 block | CHX counter | Pf growth 48h | Shiga toxin inh | TbPYK inhibitor | Pf growth 96h | LmPK inhibitor
Cc1cc(=O)oc2c(C(=O)c3ccccc3)c(OCC(N)=O)ccc12 | 4% | -2 | 36%[activator] | 4 | -1% | 0% | 0%
COc1ccc(N(CC(=O)NC2CCCC2)C(=O)CCC(=O)Nc2cc(C)on2)cc1OC | -3% | -5 | -28% | -2 | 1% | -15% | -6%
COc1ccccc1OCCN1CSC(=S)N(C)C1 | 0%[2.32 µM] | -3 | -1% | 2 | -11% | -11% | -1%
COc1ccccc1-c1nnc(SCC(=O)NC2CCS(=O)(=O)C2)n1N (centres undefined) | 50%[activator] | 6 | 6% | 18 | 0% | 37%[activator] | 3%
CCc1nccn1S(=O)(=O)c1ccc(Br)cc1Br | -1% | 9 | 24% | 12 | -13% | 0.93µM* | -1%
Cn1cc(C(=O)NCc2ccccc2F)cn1 | 17% | -4 | 10% | 15 | -1% | -21% | 6%
COC(=O)CCCNC(=O)CN1CC(c2ccccc2)CC1=O (centres undefined) | 12% | -2 | 11% | 17 | 0% | 7% | 1%
CCCOc1ccc(NC(=O)Cc2ccc(S(=O)(=O)N3CCOCC3)s2)cc1OCCC | -18% | nt | ? | nt | 8% | ? | nt
CCOC(=O)c1cc2c(nc1N)CC(C)(CC)OC2 (centres undefined) | -7% | 49* | 121%[activator] | 116* | -9% | nt | 12%
Cc1ccc2[nH]c(C(=O)O)c(NC(=O)CN3CCN(c4cccc(C)c4C)CC3)c2c1 | -2% | -8 | 0% | -7 | -13% | 4.7µM* | 1%
CCCCn1c(N)c(N(CCOC)C(=O)COC(=O)c2cc(CC)c(C)s2)c(=O)[nH]c1=O | 0% | nt | -5% | nt | -6% | ? | nt
O=S(=O)(c1ccc(Br)cc1)N1CCC2(CC1)OCCO2 | -15% | -1 | -5% | -3 | 1% | -21% | -6%

Some of these compounds in order of molar mass, largest number first:
Structure | AMA1 RON2 block | CHX counter | Pf growth 48h | Shiga toxin inh | TbPYK inhibitor | Pf growth 96h | LmPK inhibitor
CCCOc1ccc(NC(=O)Cc2ccc(S(=O)(=O)N3CCOCC3)s2)cc1OCCC | -18% | nt | ? | nt | 8% | ? | nt
CCc1nccn1S(=O)(=O)c1ccc(Br)cc1Br | -1% | 9 | 24% | 12 | -13% | 0.93µM* | -1%
Cn1cc(C(=O)NCc2ccccc2F)cn1 | 17% | -4 | 10% | 15 | -1% | -21% | 6%

The list continues:
Fields: AMA1 RON2 block	CHX counter	Pf growth 48h	Shiga toxin inh	TbPYK inhibitor	Pf growth 96h	LmPK inhibitor
> C[C@H](NC(=O)c1nc[nH]c1C(=O)N1CCN(C(=O)OC(C)(C)C)CC1)c1ccccc1
→ 32%[activator]	nt	0%	nt	0%	20%	nt
> CCOCCCn1c(=S)[nH]c2cc3c(cc2c1=O)OCO3
→ 76%[activator]	11	18%	7	-15%	6%	-1%
> CCC(=O)Nc1sc2c(c1C#N)CC(C)(C)NC2(C)C
→ -5%	-4	6%	-9	1%	4%	-8%
> COCCn1c(SCCN2CCCCC2)nc2ccccc2c1=O
→ 0%	1	-18%	-3	-4%	nt	-1%
> COCCN(C(=O)C1=COCCO1)c1c(N)n(Cc2ccccc2)c(=O)[nH]c1=O
→ 2%	-3	-2%	-10	-5%	-28%	-3%
> C=CCn1c(C#N)c(N)sc1=N
→ -7%	1	6%	-26	-3%	-3%	-1%
> N#CCCN(C(=O)COC(=O)CCc1nc2ccccc2c(=O)[nH]1)c1ccccc1F
→ 6%	nt	-8%	nt	0%	?	nt
> Cc1ccc(S(=O)(=O)n2ccc3cccnc32)cc1
→ -11%	-3	?	50	1%	-19%	3%
> CCc1ccc(N(CC(=O)O)S(=O)(=O)c2c(C)noc2C)cc1
→ 0%	-2	-7%	1	-3%	?	-6%
> CCO[C@@H]1OC(C(=O)NCc2ccccc2)=C[C@H](c2csc3ccccc23)[C@H]1CCCO
→ 6%	1	?	-1	-4%	10µM*	9%
> Cc1nc2c(-c3ccc(F)cc3)c(C)nn2c(C)c1CCC(=O)N1CCN(c2ccc(F)cc2)CC1
→ 2%	-4	nt	-4	-1%&3%	?	4%

Screens: PubChem BioAssay, National Center for Advancing Translational Sciences (NCATS)
